Source: PubChem
TDP1 cell noCPT – qHTS for Inhibitors of human tyrosyl-DNA phosphodiesterase 1 (TDP1): qHTS in cells in absence of CPT; actives 15% (n = 420,000); Potency, µM (series often up to 46.2 µM), for inactives: top-dose activity change, negative = growth inhibition, most hits filed as inhibitors; DT40 Tdp1-/- hTDP1 cells, no CPT, ATP luminescence, 48 h; note: nearly all actives have a fitted effect of over 55% in size
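Growth kinetics read by CellTiter-Glo luminescence after ≥48 hr at 37 °C. Cells: DT40 Tdp1-/- stably carrying human TDP1, 400 per well, compound exposure in the absence of CPT (DMSO vehicle).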
DT40 TDP1 CPT – qHTS for Inhibitors of human tyrosyl-DNA phosphodiesterase 1 (TDP1): qHTS in cells in presence of CPT. actives 12% (n = 420,000). chicken DT40 Tdp1-/-;hTDP1 cells + 20 nM CPT, ATP luminescence, 48 h. AID 686979, 2013. Potency, µM (top dose mostly 46.2 µM), for inactives: top-dose activity change, negative = growth inhibition, actives largely listed as inhibitors; note: nearly all actives have a fitted effect of over 55% in size
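Chicken DT40 Tdp1-/- cells complemented with human TDP1, 400 cells/well, exposed to compounds plus 20 nM camptothecin for at least 48 h at 37 C; viability read as ATP content by CellTiter-Glo luminescence.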
GCN5L2 inh – qHTS Assay for Inhibitors of GCN5L2 | Histone acetyltransferase KAT2A (Homo sapiens), Q92830 | Potency, µM (titrated, usually from 58.9 µM), without a hit: at the top dose activity change, negative = inhibition, most hits filed as inhibitors | actives 0.21% (n = 390,000) | GCN5L2 HAT assay, ThioGlo1 CoA-SH fluorescence
Target sequence (Q92830 whole entry, looked up): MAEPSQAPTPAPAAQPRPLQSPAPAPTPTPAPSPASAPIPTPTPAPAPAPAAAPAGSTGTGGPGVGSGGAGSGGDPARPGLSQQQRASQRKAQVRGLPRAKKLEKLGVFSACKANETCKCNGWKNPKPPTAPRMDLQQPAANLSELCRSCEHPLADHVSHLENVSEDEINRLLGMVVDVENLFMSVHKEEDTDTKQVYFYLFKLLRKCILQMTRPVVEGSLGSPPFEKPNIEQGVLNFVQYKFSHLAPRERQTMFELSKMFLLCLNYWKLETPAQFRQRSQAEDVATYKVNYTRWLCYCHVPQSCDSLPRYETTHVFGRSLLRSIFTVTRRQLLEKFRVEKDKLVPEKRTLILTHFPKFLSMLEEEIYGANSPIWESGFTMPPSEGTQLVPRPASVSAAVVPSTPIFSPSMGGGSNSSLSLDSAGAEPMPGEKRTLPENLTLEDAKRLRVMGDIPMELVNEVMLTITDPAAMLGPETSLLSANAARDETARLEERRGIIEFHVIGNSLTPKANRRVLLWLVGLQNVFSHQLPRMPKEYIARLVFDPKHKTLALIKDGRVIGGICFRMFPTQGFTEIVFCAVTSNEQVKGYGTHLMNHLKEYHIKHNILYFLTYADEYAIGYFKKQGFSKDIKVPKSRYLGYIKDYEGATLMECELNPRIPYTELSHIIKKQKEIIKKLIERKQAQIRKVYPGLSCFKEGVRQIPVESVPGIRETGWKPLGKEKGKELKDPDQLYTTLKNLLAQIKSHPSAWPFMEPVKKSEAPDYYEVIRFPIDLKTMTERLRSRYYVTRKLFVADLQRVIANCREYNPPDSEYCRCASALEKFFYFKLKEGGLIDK
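Free CoA generated was detected with ThioGlo1 (50uM) fluorescence at Ex340nm/Em540nm, read immediately and after 20 min at room temperature. Enzyme, 20 nM in HEPES pH 7.5 buffer, saw compounds 15 min before adding 75uM H3(1-25) peptide and 70uM acetyl-CoA.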
The depositor's hits bear a star; ? = inconclusive; . = no result given; & = joins results of further samples. Calls come from the whole dose curve; as a rule, active = well fitted curve in the direction sought with a large enough effect; inconclusive = small, poorly fitted or top-dose-only effect, or another doubt; inactive = no such curve, though single readings can be large; an effect the other way counts as inactive or inconclusive. % is set by controls: 0 for no effect and ±100 for the full control effect; potency is the fitted concentration of half-maximal effect. An excerpt (hit frequency here may not be typical).

Sample of the layout, 4 compounds:
SMILES	TDP1 cell noCPT	DT40 TDP1 CPT	GCN5L2 inh
CCc1ccc(C2=CC(c3cc(Br)ccc3F)n3ncnc3N2)cc1 (centres undefined)	18µM*	23µM*	?
CC(C)(C)OC(=O)C[C@@H]1C/C=C\C[C@@H](CC(=O)N[C@H](CO)Cc2ccccc2)C(=O)NC[C@@H](c2ccccc2)OC1=O	21µM*	?	-2%
O=C(CCn1c(=O)sc2ccccc21)NCCC1=CCCCC1	-26%	?	-2%
CCOC(=O)c1cccc(NC(=O)C(Cc2ccccc2)NS(=O)(=O)c2cccc3nsnc23)c1 (centres undefined)	23µM*	?	-7%

Results, from the start:
SMILES	TDP1 cell noCPT	DT40 TDP1 CPT	GCN5L2 inh
CCc1ccc(C2=CC(c3cc(Br)ccc3F)n3ncnc3N2)cc1 (centres undefined)	18µM*	23µM*	?
CC(C)(C)OC(=O)C[C@@H]1C/C=C\C[C@@H](CC(=O)N[C@H](CO)Cc2ccccc2)C(=O)NC[C@@H](c2ccccc2)OC1=O	21µM*	?	-2%
O=C(CCn1c(=O)sc2ccccc21)NCCC1=CCCCC1	-26%	?	-2%
CCOC(=O)c1cccc(NC(=O)C(Cc2ccccc2)NS(=O)(=O)c2cccc3nsnc23)c1 (centres undefined)	23µM*	?	-7%
Cc1cccc(Nc2nnc(SCC(=O)NC(=O)CN3CCCC3=O)s2)c1	-3%	2%	-1%
CCOc1ccc(S(=O)(=O)N2CCN(S(=O)(=O)c3ccc(C(C)=O)cc3)CC2)cc1	6%	1%	-6%
CC(CC(=O)Nc1cccnc1)c1ccccc1 (centres undefined)	3%	-1%	-8%
CN(C)c1ccc(CNC(=O)C2(C)Cc3c(-c4cccc(C(F)(F)F)c4)ccnc3O2)cc1 (centres undefined)	?	16µM*	.
CCn1cc(C(=O)NCC(=O)NC(C)(C)CO)c(=O)c2cc3c(cc21)OCO3	-10%	15%	8%
O=C1NC[C@H](Cc2ccc(O)cc2)N(CCc2cc(C(F)(F)F)cc(C(F)(F)F)c2)C1=O	-21%	-13%	.
O=S(=O)(c1ccc(=S)[nH]c1)N1CCN(Cc2ccccc2)CC1	?	?	1%
Cn1cc(-c2nc3cncnc3n(-c3ccccc3)c2=O)c2ccccc21	-24%	-28%	-4%
COCCOC(=O)C1=C(C)NC2=C(C(=O)CC(c3cccs3)C2)C1c1ccsc1 (centres undefined)	?	?	-11%
CS(=O)(=O)Nc1cccc(-c2ccc3ncnc(NCc4cccnc4)c3c2)c1	?	?	?
Cc1ccc(NC(=O)Cn2nc(-c3ccccc3)nc(Cc3ccccc3)c2=O)cc1	-16%	10%	3%

2 compounds drawn at random from the list so far, as already listed:
SMILES	TDP1 cell noCPT	DT40 TDP1 CPT	GCN5L2 inh
Cn1cc(-c2nc3cncnc3n(-c3ccccc3)c2=O)c2ccccc21	-24%	-28%	-4%
CCOC(=O)c1cccc(NC(=O)C(Cc2ccccc2)NS(=O)(=O)c2cccc3nsnc23)c1 (centres undefined)	23µM*	?	-7%

Profiles as entered above.
O=S(=O)(c1ccc(=S)[nH]c1)N1CCN(Cc2ccccc2)CC1 reads TDP1 cell noCPT: ?; DT40 TDP1 CPT: ?; GCN5L2 inh: 1%
CN(C)c1ccc(CNC(=O)C2(C)Cc3c(-c4cccc(C(F)(F)F)c4)ccnc3O2)cc1 (centres undefined) reads TDP1 cell noCPT: ?; DT40 TDP1 CPT: 16µM*; GCN5L2 inh: .
O=C(CCn1c(=O)sc2ccccc21)NCCC1=CCCCC1 reads TDP1 cell noCPT: -26%; DT40 TDP1 CPT: ?; GCN5L2 inh: -2%

(next part)
SMILES	TDP1 cell noCPT	DT40 TDP1 CPT	GCN5L2 inh
CC(NC(=O)C12CC3CC(CC(C3)C1)C2)C(=O)N/N=C/C1=C(N2CCOCC2)C(=C\c2ccccc2)/CC1 (centres undefined)	21µM*	?	-11%
COc1ccc(C(=O)C23CC4CC(C2)CC(C(=O)c2ccc(OC)cc2)(C4)C3)cc1	16µM*	?	-19%
Cc1ccc2cc3cc(C(=O)NCCCN4CC(C)CC(C)C4)oc3nc2c1 (centres undefined)	?	?	-1%
CCOC(=O)c1cccc(NC(=O)N2CC=C(c3c[nH]c4ccccc34)CC2)c1	21µM*	?	-4%
COc1cccc(-c2sc3ccc(OC)cc3c2-c2cnc(N3CCOCC3)nc2)c1	-24%	-9%	.
COc1cc(CNC(=O)c2sc3ncccc3c2-n2cccc2)cc(OC)c1OC	10µM*	18µM*	-3%
O=C(Nc1cccc(C(F)(F)F)c1)c1cc(-c2ccc(Cl)cc2)on1	?	?	0%
Cn1cc(CNCCCn2ncc3ccccc32)c(-c2ccccc2F)n1	?	?	3%
CC(C)(C)NC(=O)CC1C(=O)NCCN1Cc1c(F)cccc1Cl (centres undefined)	-2%	-10%	-2%
COc1ccc(NC2CCCCC2NS(=O)(=O)c2ccc(C)cc2)cc1 (centres undefined)	?	?	-6%
CCOC(=O)c1ccc(NC(=O)CNC(=O)C2CCCCC2)cc1	-18%	-3%	-8%
CCOc1cccc2sc(NC(=O)c3ccc(S(=O)(=O)N4CCCc5ccccc54)cc3)nc12	-29%	-17%	-8%
CCOC(=O)C(Cc1ccc(OC)c([N+](=O)[O-])c1)NC(=O)CCC(=O)Nc1ccc(C)cc1 (centres undefined)	12%	7%	-5%
CC(Oc1cccc(Cl)c1)C(=O)Nc1ccccc1C(=O)N1CCCCC1 (centres undefined)	?	23µM*	1%
Cc1ccc(S(=O)(=O)N2CCC(c3ccncc3)CC2)c(C)c1	10µM*	21µM*	4%

Taken from above:
O=C(CCn1c(=O)sc2ccccc21)NCCC1=CCCCC1 | TDP1 cell noCPT = -26%
Cn1cc(-c2nc3cncnc3n(-c3ccccc3)c2=O)c2ccccc21 | DT40 TDP1 CPT = -28%

The results go on.
SMILES	TDP1 cell noCPT	DT40 TDP1 CPT	GCN5L2 inh
c1ccc(-c2ccc(-c3cnc4n3CCCCC4)cc2)cc1	18µM*	?	-4%
Cc1c(CCC(=O)N[C@@H](C)C(=O)O)c(=O)oc2cc3occ(-c4ccccc4)c3cc12	24%	-3%	-3%
CN(C)c1ccc(-c2csc(C(O)c3ccc(F)cc3)n2)cc1 (centres undefined)	?	?	.
CCn1c(=O)c2cc(S(=O)(=O)NCCOc3ccccc3)ccc2n(CC)c1=O	-7%	1%	-9%
Nn1cc(-c2ccccc2)nc1SCC(=O)Nc1ccc(S(N)(=O)=O)cc1	-10%	-4%	1%
Cn1c(=O)c2ccccc2n(Cc2ccccc2Cl)c1=O	-66%	?	-3%
COc1cccc(C(=O)Nc2nnc(S(=O)(=O)Nc3cccc(C)c3)s2)c1	-29%	-25%	-6%
O=[N+]([O-])c1ccc(Oc2ccc(S(=O)(=O)Nc3ccccc3)cc2)cc1	10µM*	?	-11%
CCn1c(=S)sc2nc(C)sc21	-20%	?	.
CCN(C[C@H]1N[C@@](Cc2ccccc2)(C(=O)OC)[C@H]2C(=O)N(Cc3ccccc3)C(=O)[C@@H]12)C(=O)Nc1ccc(C)cc1	16µM*	?	-7%
CCOc1ccc(CNS(=O)(=O)c2cc(CN3C(=O)c4cccnc4C3=O)ccc2OC)cc1	22%	-26%	-7%
COc1cc(/C=C(/C(=O)c2cccs2)c2nc3ccccc3[nH]2)ccc1O	18µM*	?	-18%
O=C(Nc1ccccc1)Oc1cccc2cccnc12	1µM*	0.65µM*	.
COC(=O)c1ccccc1NC(=O)Nc1cccnc1	4%	-7%	1%
CC(C)(C)CC(C)(C)c1ccc(O)c(CN2CCN(CCC#N)CC2)c1	23µM*	?	-3%
O=[N+]([O-])c1nn(-c2ccc3c(c2)OCCO3)n(O)c1=Nc1ccc(Cl)cc1	16µM*	23µM*	-1%
Cc1cccc(NC(=O)CCS(=O)(=O)c2ccc(Br)cc2)c1	17%	-18%	-4%
O=C(OCC(=O)c1ccc[nH]1)c1ccc(F)c(S(=O)(=O)N2CCOCC2)c1	-23%	-9%	-2%
CC(C)C(OC(=O)c1ccc(Cl)nc1)C(=O)NC1CCCCC1 (centres undefined)	3%	-4%	0%
Cc1ccc(CCNC(=O)C2CCN(c3nn4c(=O)cc(C)nc4s3)CC2)cc1	0%	2%	-2%
Cn1c(N)c(C(=O)COC(=O)C2=COCCO2)c(=O)n(C)c1=O	-11%	1%	0%
O=C(NCc1ccc(OC(F)(F)F)cc1)C1CC(c2cccc(F)c2)=NO1 (centres undefined)	-19%	9%	-8%
CCOc1ccc(-c2cc(C(=O)NCc3ccc(C(F)(F)F)cc3)[nH]n2)c(C)c1	9%	3%	.
CC(C)(C)OC(=O)N1CCc2onc(-c3ccc(-n4cc(C5=CCCCC5)nn4)cc3)c2C1=O	?	?	.
COC(=O)c1nnn(-c2nonc2N)c1-c1cccs1	-16%	-11%	-14%
N#Cc1ccc(C2CC(OCCF)=CC(=O)O2)cc1 (centres undefined)	2%	1%	.
O=C(OCc1cccc([N+](=O)[O-])c1)c1cc2ccccc2oc1=O	-9%	3%	-4%
CC(=O)Oc1cc(C(C)C)c(OCCN(C)C)cc1C	-2%	9%	-1%
Cn1ccc2cc(OCc3ccccc3)ccc21	-23%	3%	.
O=C1CC(c2nc(-c3ccccc3)no2)CN1c1ccccc1 (centres undefined)	-16%	?	-14%
COc1ccc(C)cc1NC(=O)c1cnc2n(c1=O)CCS2	0%	?	-8%
Cc1cc(-c2n[nH]c(=S)n2/N=C/c2sccc2C)n[nH]1	0%	-1%	-6%
COc1ccc(N(C)C(=O)Cc2c(C(=O)O)n(C)c3ccccc23)c(OC)c1	-2%	17%	-7%
CC(C)CC1CCCC12NC(=O)NC2=O (centres undefined)	-2%	-20%	.
COc1ccc2oc(-c3ccc(C)c(NC(=O)c4cccnc4)c3)nc2c1	1%	-14%	-8%
CC1CC(C)CN(CC(=O)N2CCc3[nH]c4ccccc4c3C2)C1 (centres undefined)	?	?	1%
CN1CCN(c2ccc(-c3nc(-c4ccccc4)no3)cc2[N+](=O)[O-])CC1	15µM*	?	-2%
O=C(Cn1c(-c2cccs2)cc2ccccc21)NCCCN1CCN(c2cccc(Cl)c2)CC1	16µM*	?	-12%
CCN(CC(=O)Nc1ccc(NC(C)=O)cc1)C(=O)c1ccc(N2C(=O)c3ccccc3C2=O)cc1	-8%	8%	.
CCOc1ccccc1N=Cc1c(O)c2ccccc2oc1=O	-1%	?	2%
CCOC(=O)Cn1ncc(-c2ccccc2)c1N	-4%	-6%	1%
C[C@H](CO)N1C[C@H](C)[C@@H](CN(C)Cc2ccncc2)OCc2cnnn2CCCC1=O	-8%	-5%	.
Cc1ccc(-c2cc(C(=O)NN=C3CCCC3)c3ccccc3n2)cc1	-29%	-24%	-19%
COc1ccc(N2C(=O)C(CC(=O)O)S/C2=N\N=C\c2cccs2)cc1 (centres undefined)	-8%	-10%	?
O=c1nc2n(c3sc4c(c13)CCCC4)C(CBr)CS2 (centres undefined)	?	-26%	-6%
CCOC(=O)C1(CCOc2ccccc2)CCN(Cc2cnc(C)s2)CC1	21µM*	?	-3%
Cn1nc(C(=O)NCCN2CCOCC2)c2ccccc2c1=O	-1%	-9%	-4%
COc1cc2c(cc1OC)CN(C(=O)CSc1n[nH]c(N)n1)CC2	4%	0%	-3%
Cc1cc(NC(=O)c2noc3c2CCCC3)n(-c2ccccc2)n1	-22%	?	2%
CC(C)[C@H](NS(=O)(=O)c1cccc(Cl)c1)C(=O)OCC(=O)N1CCN(c2ccccc2)CC1	26µM*	23µM*	1%
COc1cccc(CNC(=O)CCC2CCCN(c3cc(C)nc(N)n3)C2)c1 (centres undefined)	2%	0%	7%
COC(=O)c1ccccc1NC(=O)c1cc(-c2ccc(Cl)cc2)on1	-1%	-16%	1%
O=C1c2ccccc2C(c2nnnn2Cc2ccccc2)N1Cc1cccs1 (centres undefined)	?	-2%&-1%	.
Cc1ccc(S(=O)(=O)Nc2cc(Cl)ccc2-n2cncn2)cc1	5%	1%	0%
COc1ccc2cc(CCOC3CCCCO3)ncc2c1 (centres undefined)	?	-26%	-2%
C=CCOC(=O)C1=C(C)NC(SC)=C(C#N)C1c1cccs1 (centres undefined)	?	?	-13%
COc1ccc(CNc2nc(Cl)nc3nc[nH]c23)cc1	?	7%&-1%	.
COc1ccc(-c2n[nH]c(=S)nc2-c2ccc(OC)cc2)cc1	10%	4%	-13%
Cc1ccc(S(=O)(=O)N2CCc3c2cc([N+](=O)[O-])cc3[N+](=O)[O-])cc1	-28%	?	?
c1nc2nc3c(c(N4CCOCC4)n2n1)CCCC3	-4%	0%	-7%
COc1ccc(NC(=O)CN(c2cc(C)cc(C)c2)S(=O)(=O)c2c(C)noc2C)cc1OC	?	?	-8%
Cc1ccc(NC(=O)COC(=O)CNC(=O)c2cccc([N+](=O)[O-])c2)cc1S(=O)(=O)N1CCCCCC1	-20%	20%	-12%
